VCAM1 TNFa inh: inhibitors of TNFa-induced VCAM1 expression, primary screen, imaging, HUVEC, TNFa stimulus, immunofluorescence; 95,000 compounds, 0.48% hits; HUVEC TNFa-induced VCAM-1 immunofluorescence, high-content imaging; inhibition, % at 2 µM;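 active = inhibition above the batch mean plus 3 SD, with images confirmed as a hit by eye, cut at about 37% in these data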;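 note: 0% = TNF-stimulated DMSO wells and 100% = unstimulated control wells; not every result past the cut was called active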
MT1-MMP txn act: MT1-MMP promoter reporter activation – cell-based, luciferase luminescence, primary screen; AID 750, 2007; 86,000 compounds, 0.16% hits; HT1080 MT1-MMP promoter luciferase reporter, overnight; active compounds read high; activation factor at 10 µM;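 active = activation factor of at least 2 for MT1-MMP transcription at 10 µM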
TNFa cytotox: cytotoxicity in TNFa-stimulated HUVEC, primary screen, cytotoxicity control for VCAM1 expression modulator project, imaging, Hoechst nuclei count. 93,000 compounds, 0.17% hits. AID 848, 2007. cell count reduction, % at 2 µM. HUVEC TNFalpha-stimulated, Hoechst cell count;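 active = cell count reduction exceeding the screen mean by over 5 SD, scaled to untreated wells per plate, cut at about 78% in these data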;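 note: cells counted after 24 h of TNF alpha exposure following the 1 h pretreatment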
cytoskel mod: modifiers of F-actin cytoskeleton organization, primary screen, imaging, HUVEC, phalloidin staining, high-content imaging. inhibition, % at 2 µM. 91,000 compounds, 0.18% hits. HUVEC TNFa F-actin phalloidin imaging;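 active = inhibition above the batch mean plus 3 SD and confirmed as a hit by visual image inspection, cut at about 30% in these data, passing the limit was not always enough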; note: strong numbers were not always called active
Candida biofilm: clotrimazole potentiators killing Candida biofilms, primary screen, with clotrimazole, Alamar Blue; AID 834, 2007; C. albicans biofilm + clotrimazole; inhibition, % at 6 µM; 85,000 compounds, 0.14% hits;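 active = inhibition above 20%; inactive = inhibition below 20%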;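 note: preformed 24 hr biofilms exposed to compound for 48 hr; 0% = biofilm without compound and 100% = blank killed by clotrimazole plus chlorhexidine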
Smad3 inh: Smad3/FoxH1 peptide binding inhibitors, primary screen, biochemical, TR-FRET | 88,000 compounds, 0.29% hits | AID 630, 2007 | Mothers against decapentaplegic homolog 3 (Homo sapiens), P84022 | TR-FRET Smad3/Dy647-FoxH1 peptide binding, europium anti-His | inhibition, % at 25 µM;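 active = compounds that reduce the energy-transfer binding signal between the protein and its labelled peptide by more than half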;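 note: 0% = Smad3 plus labelled peptide maximal FRET and 100% = peptide-only background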
Target sequence (P84022 whole entry, looked up): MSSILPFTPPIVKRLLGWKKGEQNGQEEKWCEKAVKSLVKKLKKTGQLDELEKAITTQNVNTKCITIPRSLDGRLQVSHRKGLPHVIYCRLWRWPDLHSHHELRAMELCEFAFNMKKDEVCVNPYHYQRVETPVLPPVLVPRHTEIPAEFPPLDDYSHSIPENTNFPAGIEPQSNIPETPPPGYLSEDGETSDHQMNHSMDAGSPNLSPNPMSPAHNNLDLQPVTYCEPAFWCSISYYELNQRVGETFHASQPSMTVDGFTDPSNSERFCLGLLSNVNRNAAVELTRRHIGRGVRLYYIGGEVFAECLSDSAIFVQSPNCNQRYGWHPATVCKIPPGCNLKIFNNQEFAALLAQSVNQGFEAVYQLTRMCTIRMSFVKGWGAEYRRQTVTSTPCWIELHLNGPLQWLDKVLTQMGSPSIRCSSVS
HUVEC tox IL1B: cytotoxicity in IL-1B stimulated HUVEC, primary screen, cytotoxicity control for IL-1B NFkB translocation project, imaging, Hoechst nuclear count, IL-1B stimulus; HUVEC cell count loss; cell count reduction, % at 2 µM; 94,000 compounds, 0.41% hits; AID 845, 2007;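 active = cell count reduction more than 3 SD above the screen-wide mean, cut at about 70% in these data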;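 note: normalized per plate to untreated control cells as the no-loss baseline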
DAT uptake mod: changed hDAT dopamine uptake under cocaine IC80, either direction, primary screen, cocaine antagonist project, cell-based, LLC-PK1 hDAT, [14C]-dopamine uptake, MLSMR; Sodium-dependent dopamine transporter (Homo sapiens), Q01959; LLC-PK1 hDAT cells, [14C]-dopamine uptake with cocaine IC80; actives deviate in either direction; B-score at 10 µM; 110,000 compounds, 1.3% hits;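 active = Z score or B-score, a plate-position-corrected score, falls beyond the plate's 99.7% confidence bounds, in either direction; inactive = both scores lie inside the 99.7% bounds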;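 note: scored against the spread of the other compound wells on the same plate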
Target sequence (Q01959 whole entry, looked up): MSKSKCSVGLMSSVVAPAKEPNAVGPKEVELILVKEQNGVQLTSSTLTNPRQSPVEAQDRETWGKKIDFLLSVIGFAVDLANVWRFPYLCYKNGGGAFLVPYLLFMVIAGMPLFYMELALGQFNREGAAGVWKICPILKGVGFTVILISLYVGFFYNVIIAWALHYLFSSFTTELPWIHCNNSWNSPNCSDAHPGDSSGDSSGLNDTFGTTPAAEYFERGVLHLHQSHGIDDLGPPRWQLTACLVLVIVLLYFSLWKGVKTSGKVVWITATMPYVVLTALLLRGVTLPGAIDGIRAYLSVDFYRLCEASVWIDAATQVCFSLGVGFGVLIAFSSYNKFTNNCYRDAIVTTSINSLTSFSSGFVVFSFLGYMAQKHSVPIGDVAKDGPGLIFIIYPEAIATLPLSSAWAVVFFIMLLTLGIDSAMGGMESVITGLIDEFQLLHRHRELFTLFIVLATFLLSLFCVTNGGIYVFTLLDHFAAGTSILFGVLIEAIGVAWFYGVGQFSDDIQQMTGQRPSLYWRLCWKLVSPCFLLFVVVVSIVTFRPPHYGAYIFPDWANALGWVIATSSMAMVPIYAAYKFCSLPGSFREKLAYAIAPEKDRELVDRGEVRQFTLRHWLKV
PTPN22 inh 2: PTPN22 phosphatase inhibitors, primary screen, biochemical, DiFMUP fluorescence, 2 µM. Tyrosine-protein phosphatase non-receptor type 22 (Homo sapiens), Q9Y2R2. recombinant LYP catalytic domain. AID 640, 2007. 96,000 compounds, 0.21% hits. inhibition, % at 2 µM;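 active = inhibition at 2 µM at or above a set limit, the screen mean plus 3 SD, cut at about 24% in these data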;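 note: 0% = DMSO with enzyme and 100% = enzyme fully blocked by orthovanadate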
Starred values were filed as active, the others as inactive; x = no result given; [ ] = dose if it differs, or a comment.

SMILES | VCAM1 TNFa inh | MT1-MMP txn act | TNFa cytotox | cytoskel mod | Candida biofilm | Smad3 inh | HUVEC tox IL1B | DAT uptake mod | PTPN22 inh 2
CCCNS(=O)(=O)c1ccc(OCC(=O)N2CCC(C(=O)OCC)CC2)cc1 | 2 | 1 | 3 | -8 | 4 | 5 | 25 | -0.028 | -3
Cn1c(=O)c2c(nc(-n3ccnc3)n2Cc2ccccc2)n(C)c1=O | -7 | 1 | 13 | -15 | 0 | 6 | -8 | 0.97 | 22
O=C(O)c1nc(N2CCCC2)ncc1Cl | 17 | x | -4 | 8 | x | x | -3 | 0.061 | -3
COC(=O)C(F)(F)Sc1c(C)[nH]c2ccccc12 | 24 | 1.3 | -6 | 1 | 5 | 7 | -10 | -0.27 | -9
Nn1c(CSc2ccccn2)nc2ccccc2c1=O | -9 | 1.7 | -5 | x | 6 | 4 | 2 | -0.43 | 9
COc1ccc(OCCC(=O)NC2=NCCS2)cc1 | -10 | 1.1 | 4 | 8 | 5 | -6 | 6 | 1.5 | 10
CS(=O)(=O)N(CC(=O)N1CCCCC1)c1ccc(Cl)c(C(F)(F)F)c1 | 12 | 1.2 | -7 | -11 | 8 | -8 | -35 | 0.99 | -16
Cc1nn(C)c(C)c1NC(=O)c1ccnn1C | -21 | 1.2 | 12 | -14 | 0 | 4 | -37 | 1.8 | 6
O=C(NCc1ccc2c(c1)OCO2)C1CCN(Cc2cnn(-c3ccccc3)c2-n2cccc2)CC1 | 26 | x | -32 | 11 | 9 | 4 | -16 | 0.0023 | 1
COc1cc(C(=O)Nc2ccc(S(=O)(=O)Nc3cc(C)on3)cc2)cc(OC)c1OC | 5 | 1.1 | 9 | -36 | -1 | 13 | 0 | -1.3 | 0
Cn1c(=S)n(/N=C/c2ccc3c(c2)OCO3)c2ccccc21 | -13 | 1.2 | 3 | -14 | -5 | -7 | -24 | x | -1
O=C(Nc1cccc(C(F)(F)F)c1)c1cc2c(=O)c3ccccc3oc2nc1C(F)(F)F | 20 | x | -6 | 0 | x | x | 3 | -0.9 | 2
CC(C)C(=O)Nc1c2c(nc3ccccc13)N(C)CC2 | 6 | 1.1 | -16 | x | x | x | 12 | 0.16 | 3
COC(=O)CC1Sc2ccccc2NC1=O (stereo unspecified) | x | 1.2 | x | x | 3 | 10 | x | -0.047 | x
CC(C)CC(=O)Nc1nc(=S)ss1 | 2 | 1.3 | -13 | -4 | 4 | 10 | 10 | 0.037 | -1
CCNC(=S)NNC(=O)CCn1c2ccccc2c2ccccc21 | -7 | x | 2 | 6 | x | x | -8 | -0.37 | 0
CCn1ccc(C(=O)Oc2ccc(Cl)cc2)n1 | 6 | 1.3 | -11 | -7 | 3 | -6 | 1 | 0.29 | 3
CC1Oc2ccccc2C=C1C1/C(=C(/O)c2ccccc2)C(=O)C(=O)N1CCCN(C)C (stereo unspecified) | 4 | 1.2 | -9 | 42 | 3 | 12 | 4 | -1.1 | 7
Cn1c(Cl)cnc1C(O)c1ccccc1 (stereo unspecified) | -8 | 1.2 | -9 | -26 | 7 | 0 | -73 | 0.63 | -9
Cc1ccc(NC(=O)CCn2nc(C)cc2C)c(C)c1 | x | 1 | x | x | 4 | 5 | x | -0.11 | x
CSc1nc2ncc3c(n2n1)CC1c2ccccc2CCN1C3=O (stereo unspecified) | 1 | x | -22 | -17 | x | x | -14 | 1.1 | -4
CCc1nnc(NC(=O)c2c(OC)cccc2OC)s1 | 7 | 0.9 | -1 | 6 | x | x | -9 | 0.6 | 13
Cc1ccc(NC(=O)CN2CCC3(O)CCCCC3C2c2ccc3c(c2)OCO3)c(C)c1 (stereo unspecified) | -37 | 1.1 | 6 | 13 | 7 | 5 | -50 | 0.15 | 4
CCCC(C)n1[nH]c(=O)c2c(C)cc(C)nc21 (stereo unspecified) | 23 | 1.1 | -24 | 0 | 2 | -2 | -14 | 0.9 | 14
CCOCCCNC(=S)NCCNc1nc2c(C)cccc2cc1C#N | 4 | x | -2 | -7 | x | x | 12 | 0.21 | 2
CN(C)C(=S)c1ccc2ccccc2n1 | 13 | x | -11 | -27 | x | x | -10 | 0.12 | 0
CCOC(=O)C1CCN(c2c(NCc3ccc(C(=O)NC4CCCC4)cc3)c(=O)c2=O)CC1 | 7 | x | 2 | 8 | 6 | -9 | -33 | -1.9 | -2
COc1ccc(N(C(=O)c2ccc(Br)o2)C2C=CS(=O)(=O)C2)cc1 (stereo unspecified) | -13 | 1 | -3 | -13 | x | x | -5 | -0.16 | -8
COC(=O)CCCNS(=O)(=O)c1ccc2ccccc2c1 | -8 | 1.2 | -30 | 5 | 4 | 5 | -17 | 0.25 | -5
Cn1c(N2CCN(C(=O)Nc3ccc(C(F)(F)F)cc3)CC2)nc2ccccc21 | -4 | 1.2 | 4 | -8 | 7 | 5 | -8 | 0.82 | -4
Clc1ccccc1-c1nn2c(-c3ccncc3)nnc2s1 | 3 | 1 | 4 | 1 | 1 | 0 | 7 | 0.27 | 16
Cc1ccc(Nc2nnc(SCc3ccccc3)s2)cc1 | 20 | 1.5 | 8 | -20 | 4 | 1 | 22 | -0.16 | 15
Cc1ccc(-n2c(-c3ccccc3)n[nH]c2=S)cc1 | 19 | x | -6 | 6 | -4 | 4[fluorescence artefact?] | -13 | 0.55 | 3
N#Cc1nc(-c2ccco2)oc1NCCCn1ccnc1 | 28 | 1 | -5 | 17 | 7 | -8 | -60 | 0.64 | -6
COC(=O)c1sccc1NC(=O)c1csc(C)c1 | 20 | 1.3 | -11 | -10 | 3 | 12 | -72 | 0.45 | 12
CCOc1cc(/C=N\NC(=O)c2ccc(NC(=O)CC)cc2)ccc1OC(=O)c1ccccc1 | -11 | x | -11 | 36 | x | x | -12 | 0.042 | 6
Cc1ccc(Cn2c(=N)c(C(=O)NCc3ccco3)cc3c(=O)n4ccccc4nc32)cc1 | -5 | 1.3 | -14 | -16 | 2 | 19 | 13 | x | 31*
c1ccc([C@H]2CC3C[C@@H](c4ccccc4)N2O3)cc1 | 20 | 1.1 | -3 | -8 | 4 | -6 | -6 | -0.049 | -8
O=C(CSc1nnc(Cn2nnc(-c3ccccc3)n2)n1-c1ccccc1)Nc1ccc(F)cc1 | 4 | 1.1 | -14 | -18 | 9 | 12 | 90* | 0.72 | -1
CC(C)Cc1cc(C(=O)Nc2cc(Cl)ccc2Cl)no1 | 11 | 1.2 | -3 | -4 | x | x | -36 | x | 14

10 entries out of the list, sorted by formula weight, low to high:
SMILES | VCAM1 TNFa inh | MT1-MMP txn act | TNFa cytotox | cytoskel mod | Candida biofilm | Smad3 inh | HUVEC tox IL1B | DAT uptake mod | PTPN22 inh 2
CN(C)C(=S)c1ccc2ccccc2n1 | 13 | x | -11 | -27 | x | x | -10 | 0.12 | 0
c1ccc([C@H]2CC3C[C@@H](c4ccccc4)N2O3)cc1 | 20 | 1.1 | -3 | -8 | 4 | -6 | -6 | -0.049 | -8
Cc1ccc(-n2c(-c3ccccc3)n[nH]c2=S)cc1 | 19 | x | -6 | 6 | -4 | 4[fluorescence artefact?] | -13 | 0.55 | 3
CCc1nnc(NC(=O)c2c(OC)cccc2OC)s1 | 7 | 0.9 | -1 | 6 | x | x | -9 | 0.6 | 13
CC(C)Cc1cc(C(=O)Nc2cc(Cl)ccc2Cl)no1 | 11 | 1.2 | -3 | -4 | x | x | -36 | x | 14
Clc1ccccc1-c1nn2c(-c3ccncc3)nnc2s1 | 3 | 1 | 4 | 1 | 1 | 0 | 7 | 0.27 | 16
CCOCCCNC(=S)NCCNc1nc2c(C)cccc2cc1C#N | 4 | x | -2 | -7 | x | x | 12 | 0.21 | 2
Cn1c(N2CCN(C(=O)Nc3ccc(C(F)(F)F)cc3)CC2)nc2ccccc21 | -4 | 1.2 | 4 | -8 | 7 | 5 | -8 | 0.82 | -4
Cc1ccc(Cn2c(=N)c(C(=O)NCc3ccco3)cc3c(=O)n4ccccc4nc32)cc1 | -5 | 1.3 | -14 | -16 | 2 | 19 | 13 | x | 31*
CCOc1cc(/C=N\NC(=O)c2ccc(NC(=O)CC)cc2)ccc1OC(=O)c1ccccc1 | -11 | x | -11 | 36 | x | x | -12 | 0.042 | 6

The main list resumes; the two compounds before the break are reprinted first.
SMILES | VCAM1 TNFa inh | MT1-MMP txn act | TNFa cytotox | cytoskel mod | Candida biofilm | Smad3 inh | HUVEC tox IL1B | DAT uptake mod | PTPN22 inh 2
O=C(CSc1nnc(Cn2nnc(-c3ccccc3)n2)n1-c1ccccc1)Nc1ccc(F)cc1 | 4 | 1.1 | -14 | -18 | 9 | 12 | 90* | 0.72 | -1
CC(C)Cc1cc(C(=O)Nc2cc(Cl)ccc2Cl)no1 | 11 | 1.2 | -3 | -4 | x | x | -36 | x | 14
COc1cc(C(=O)NC(=S)Nc2cccc(-c3cc4ccccc4oc3=O)c2)cc(OC)c1OC | -15 | x | -8 | -3 | x | x | 6 | 1.3 | -4
O=C(NCc1ccc2c(c1)OCO2)c1cc(-n2cnnc2)ccc1Cl | -10 | 1 | -29 | 10 | -1 | -1 | 3 | 0.17 | -8
Cc1cccc(C(=O)N2CCN(Cc3ccc4c(c3)OCO4)CC2)c1 | -8 | 1 | 8 | 2 | -1 | -3 | 1 | 0.63 | -6
COC(=O)c1ccc(-n2c(C)nc(=O)c(-c3ccccc3)c2C)cc1 | 14 | 1.1 | -10 | -30 | 1 | -2 | 4 | -0.35 | 3
CN(C)P(=NC(=O)COc1ccc(Cl)cc1Cl)(N(C)C)N(C)C | -6 | 1.2 | -15 | -4 | 10 | 6 | 10 | -0.043 | -5
COc1ccc(/C(O)=C2/C(=O)C(=O)N(Cc3cccnc3)C2c2ccncc2)cc1F (stereo unspecified) | 4 | 0.9 | 37 | -11 | 6 | 6 | -59 | -1.9 | 2
N#Cc1ccccc1S(=O)(=O)N1CCN(c2ccc(S(=O)(=O)N3CCOCC3)cn2)CC1 | 2 | 1 | -15 | 6 | -9 | 4 | 7 | -0.58 | 16
Cc1[nH]c2ccccc2c1C(=O)CN1CCCC1 | -21 | 1.1 | -38 | 2 | 4 | 0 | -5 | -0.066 | -12
CC1CCCN(S(=O)(=O)Cc2ccc(Cl)cc2)C1 (stereo unspecified) | 5 | 1.2 | -7 | -12 | 7 | 38[fluorescence artefact?] | -8 | -0.34 | 0
Cc1nc2ncnn2c(C)c1CCC(=O)N1CC(C)CC(C)C1 (stereo unspecified) | 1 | 1.1 | 4 | -7 | 1 | -2 | x | 0.0024 | -2
Nc1c(C(=O)Nc2ccccc2F)sc2nc(Cc3ccccc3)cc(C(F)(F)F)c12 | 11 | x | -12 | 3 | x | x | 22 | 0.08 | 2
O=C(O)c1cc2c(ccc3ccccc32)[nH]1 | -7 | 1 | 0 | -19 | 3 | -5 | -12 | -0.22 | 2
Cc1ccc(S(=O)(=O)N2CCCC(C(=O)N3CCCc4ccccc43)C2)cc1 (stereo unspecified) | -19 | x | x | 18 | x | x | 16 | 1.2 | 2
c1cncc(C(c2nnnn2C2CCCCC2)N2CCN3CCCC3C2)c1 (stereo unspecified) | 17 | 1 | -16 | -8 | 8 | -2 | -62 | 0.48 | -8

Screening data: PubChem BioAssay, several laboratories

These rows are one share of the data; the hit share may differ from the screen's.
